S3 lipid droplet: qHTS Assay for Lipid Storage Modulators in Drosophila S3 Cells | Drosophila S3 cells, BODIPY lipid droplet fluorescence, 18-24 h; cells fed with added oleic acid | hit rate 0.64% among 320,000 | lipid storage change, negative = inhibition, % at the top dose, mostly 46.1 µM; hits show Potency in µM; active means well fitted inhibition curve with a large enough effect in the signal ratio, with a control signal flat, not every such curve was filed as active; inconclusive means small, poorly fitted or top-dose-only effect, or effect the other way, or a change in a side signal; the % refers to the signal ratio
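Laser-scanning cytometry quantifies lipid droplet accumulation (500–530 nm total intensity; droplet/cell object ratio) in oleic acid-fed (400 uM added) Drosophila S3 cells treated with a concentration series. 20 uM Triacsin C defined 100% inhibition.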
S3 lipid droplet cell count max: also measured in S3 lipid droplet; calls as there; cell number change, %; measured here: cell count max response;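 cells counted by Cell Tracker Red CMTPX staining in the red channel; peak over a dose series mostly up to 46.1 µM; percent activity relative to internal control wells on each plate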
* marks the source's active call; other numbers are inactive results; i = inactive; ? = inconclusive; / = no result given; [ ] = another dose, or the depositor's remark. On the % scale 0 is the no-effect control and ±100 the full control effect; potency means the concentration at half of the fitted maximal effect. A portion of the library; rates above refer to the full screens.

molecule,S3 lipid droplet,S3 lipid droplet cell count max
Cc1ccc2cc(C(c3nnnn3C(C)(C)C)N3CCCCCC3)c(=O)[nH]c2c1 (stereo not given),?,/
CCC(/C=N/NC(=O)C(N)=O)CC,-4.3%,-7.5
CCCC(=O)Nc1nnc(SCC(=O)NCc2ccco2)s1,0.1%,13.0
COc1ccc(NC(=O)CO/N=C(\C)c2cccs2)cc1,?,/
C=CCN1C(=O)C2C(C(=O)NC3CCCCC3)C3C=CC2(O3)C1C(=O)NC1CCCC1 (stereo not given),?,/
N#C/C(=C(/O)CSc1ccccc1C(=O)O)c1nc2ccccc2s1,-10.9%,0.4
CCN(CC)S(=O)(=O)c1ccc(N2CCCC2)c(NC(=O)c2ccccc2OC)c1,?,/
COc1ccc(CCNC(=O)CSc2nc3ncccc3[nH]2)c(OC)c1,12.4%,-23.0
COc1ccc(NC(=O)C(Sc2ccccc2)c2ccccc2)c(OC)c1 (stereo not given),6.2%,6.5
O=C(Oc1ccc(Cl)cc1)N1CCOCC1,11.2%,11.1
COc1ccccc1NS(=O)(=O)c1ccc(-c2cnc(C3CC3)o2)cc1,?,/
Cc1ccc(C(=O)NNC(=O)c2ccncc2)cc1C,11.9%,12.2
CC(Sc1nnc(N)s1)C(=O)c1c(N)n(C)c(=O)n(C)c1=O (stereo not given),?,/
Cc1cccc(NS(=O)(=O)c2cc3c4c(c2)CCC(=O)N4CCC3)c1,i,/
CCN(CC)CCCN1C(=O)CSC1c1ccc([N+](=O)[O-])cc1 (stereo not given),?,/
COC(=O)c1[nH]c2ccccc2c1NC(=O)CNC1CCCCC1,?,/
Cc1cc(C)c2nc(SCC(=O)N(C)C3CCS(=O)(=O)C3)cc(C)c2c1 (stereo not given),?,/
Cc1ccc(-c2nnn(CC(=O)N3CCCCC3)n2)c(-n2cnnn2)c1,i,/
C/C(=N\O)C(=O)C(CN1CCCCC1)CN1CCCCC1,i,5.9
O=C(COc1ccc(C(=S)N2CCC(Cc3ccccc3)CC2)cc1)N1CCOCC1,?,/
COc1ccc(-n2nc(C(=O)Nc3ccc4c(c3)OCO4)c3ccccc3c2=O)c(OC)c1,i,-19.2
CC(C(=O)Nc1cccc(S(=O)(=O)N2CCOCC2)c1)N1CCN(c2ccc(F)cc2)CC1 (stereo not given),-1.8%,-1.8
CCN(CC)CCCn1c2c(c(SCC(=O)N3CCc4ccccc43)nc1=O)CCC2,15.3%,13.3
C=CCn1c(SCc2nc3sc(C(=O)O)c(C)c3c(=O)[nH]2)nnc1-c1ccc(F)cc1,-9.6%,-8.0
CSc1ccc(CN(C)Cc2nc3ccccc3c(=O)[nH]2)cc1,31.8%,-5.8
COc1ccc(-c2nsc(SCC(=O)NCc3ccc4c(c3)OCO4)n2)cc1,?,/
Cc1noc(C)c1COC(=O)c1cc(F)c(F)cc1Cl,?,/
NC(=O)CC(NC(=O)Cc1cccc2ccccc12)c1ccc(NC2CCN(Cc3ccccc3)CC2)c([N+](=O)[O-])c1 (stereo not given),?,/
O=C(c1cnn2cccnc12)N1CCN(Cc2ccc3c(c2)OCO3)CC1,i,/
Cc1ccc(C)c(NC(=O)c2cc(-c3cc(C)cc(C)c3O)n[nH]2)c1,?,/
CCN(CC)S(=O)(=O)c1ccc(Cc2ncc(C(F)(F)F)cc2Cl)s1,?,/
Cc1ccc(-n2c(C)nn(-c3ncc(C(F)(F)F)cc3Cl)c2=O)cc1,i,/
O=C(Nc1cccc([N+](=O)[O-])c1)C1C2/C=C\CCCCC21 (stereo not given),?,/
CN1C(=O)/C(=C/C=C2/CCCN2C)N(C)C1=S,14.4%,-8.5
COc1ccc(S(=O)(=O)N(CC(=O)N/N=C/c2cccs2)c2cc(C)cc(C)c2)cc1OC,?,/
Cc1ccc2nc(NC(=S)NC(=O)c3ccc(OC(C)C)cc3)sc2c1,?,/
COc1ccc(-c2c(C)nn(-c3ccccc3)c2NC(C)=O)cc1OC,-13.8%,17.6
COc1cc(/C=N/NC(=O)c2c(C)nnn2-c2nonc2N)ccc1O,-1.7%,27.0
O=C(c1sccc1Br)N1CCN(Cc2ccc3c(c2)OCO3)CC1,-2.8%,7.5
O=C(O)CCCNc1cc(N2CCC3(CC2)OCCO3)c2noc3c2c1C(=O)c1ccccc1-3,?,/
O=C(Oc1ccccc1N1C(=O)CCC1=O)c1ccco1,11.4%,6.7
Cc1cc(C)c(NC(=O)NC(=O)c2ccc(F)cc2)c(C)n1,0.3%,18.1
Nc1nc2n(n1)C(c1ccc(F)cc1)CC(c1ccc(F)cc1)N2 (stereo not given),11.3%,-0.1
Cc1ccc(C)c(N2CCN(C(=O)c3cc(S(=O)(=O)N4CCOCC4)ccc3F)CC2)c1,?,/
O=C(CSc1ccc(-c2cccs2)nn1)c1cccs1,?,/
COC(=O)C1CCN(C(=O)Cc2ccc(C)cc2)CC1,1.2%,4.7
COc1ccc2oc(-c3ccccc3[N+](=O)[O-])cc(=O)c2c1,?,/
CC(NC(=O)CSC(=S)N1CCCC1)c1ccc(S(N)(=O)=O)cc1 (stereo not given),15.9%,/
O=C(O)c1ccc(N2N=C(c3ccccc3)CC2c2ccccc2)cc1 (stereo not given),i,-6.1
CC(=O)c1ccc(NC(=O)CSc2nnc(C3CC3)n2C)cc1,1.84µM*,24.2*
CC(C)(C)n1nc(-c2ccc(F)cc2)c2c(N)ncnc21,?,/
COc1ccc(OC)c(NC(=O)CCC(=O)Oc2ccc(C)cc2)c1,i,/
O=C(NCC(c1ccco1)N1CCOCC1)C1CCCCC1 (stereo not given),?,/
CC(C)CCNC(=S)Nc1ccccc1F,-4.8%,1.0
Cc1ccccc1NC(=S)NC1CC2CCC(C1)N2Cc1ccco1 (stereo not given),-7.9%,-6.3
CCCC(=O)CN1C(=O)C2(OCCO2)c2ccccc21,16.7%,-15.8
CCO[C@@H]1OC(C(N)=O)=C[C@H](c2ccccc2)[C@H]1CCCO,-2.1%,2.2
CCOC(=O)/C(=C\c1ccccc1)C(=O)c1cc(C(C)=O)c(Nc2ccccc2)s1,i,/
COc1cccc(C2C3=C(CCCC3=O)Nc3[nH]n(-c4ccccc4)c(=O)c32)c1 (stereo not given),-1.1%[9.22 µM],-6.5
CC(=O)Nc1cc(C)nn1-c1nc2ccccc2s1,21.4%,/

Pulled one by one from the entries so far (two):
molecule,S3 lipid droplet,S3 lipid droplet cell count max
CCOC(=O)/C(=C\c1ccccc1)C(=O)c1cc(C(C)=O)c(Nc2ccccc2)s1,i,/
COC(=O)C1CCN(C(=O)Cc2ccc(C)cc2)CC1,1.2%,4.7

(list continues)
molecule,S3 lipid droplet,S3 lipid droplet cell count max
CC(=O)Nc1ccc(S(=O)(=O)NCCC(=O)NCCOc2ccccc2)cc1,1.4%,-2.8
Cc1ccccc1CN(C)C1CCN(C)CC1,-0.8%,13.2
Cc1cccc(CCN(Cc2cc3cccc(C)c3[nH]c2=O)C(=O)N2CCOCC2)c1,?,/
COc1ccc([N+](=O)[O-])cc1NC(=O)c1cncc(Br)c1,?,/
c1ccc(CNc2cnccn2)cc1,5.9%,-0.3
COc1ccc(N(C(=O)c2cnsn2)C(C(=O)NC2CCCCC2)c2ccncc2)cc1 (stereo not given),?,/
CC(C)(C)c1ccc(-n2ncc3c2CCCC3NC(=O)CCN2CCCC2=O)cc1 (stereo not given),?,/
CC(C)Oc1ccc(CNC(=O)C2CCN(C(=O)N3CCOc4ccccc43)CC2)cc1,-16.8%,-0.3
O=C(c1ccco1)N1CCN(c2ncnc3c2[nH]c2ccc(Br)cc23)CC1,?,/
CCN(CC)C(=O)Cn1cc(SCC(=O)NC2CCCC2)c2ccccc21,8.8%,-2.7
CC1(C)Cc2c(sc3nn[nH]c(=O)c23)CO1,?,/
CC(C)n1c(N2CCN(C(=O)Nc3ccc(Cl)cc3)CC2)nc2ccccc21,?,/
COc1cc(C(=O)NNC(=O)c2cccc(Cl)c2)ccc1OCC(=O)N1CCOCC1,6.1%,-15.2
CCS(=O)(=O)n1nc(-c2ccccc2)nc1SCc1ccccc1,?,/
Cc1cc2cc(NC(=O)c3ccco3)ccc2[nH]1,?,/
CCOC(=O)c1c(N)sc(C(O)(C(F)(F)F)C(F)(F)F)c1-c1ccc(OC)cc1OC,?,/
CCN(CC)S(=O)(=O)c1ccc(C(=O)NCc2n[nH]c(=S)n2Cc2ccccc2)cc1,-20.6%,22.9
CCOc1ccc2nc(NC(=O)CSCC(=O)Nc3cc(C)on3)sc2c1,?,/
CSCC[C@H](NC(=O)[C@H]1N2C(=O)c3ccccc3C2SC1(C)C)C(=O)NCc1ccncc1 (stereo not given in full),?,/
CCN(CC)S(=O)(=O)c1ccc(NC(=O)COC(=O)c2ccc(Br)o2)cc1,28.0%,-0.4
N#Cc1cc2c(nc1SC1CCCCC1O)CCCC2 (stereo not given),?,/
c1ccc(-c2nc3nc4ccccc4nc3n2Cc2ccco2)cc1,8.4%,-24.3
CCCN(C(=O)c1ccc(N2CCCC2=O)cc1)c1c(N)n(Cc2ccccc2)c(=O)[nH]c1=O,16.3%,/
Cc1cc(SCNC(=O)c2ccccc2)nc(C(C)C)n1,4.7%,0.3
O=[N+]([O-])c1ccc(N2CCN(S(=O)(=O)c3ccc4ccccc4c3)CC2)cc1NCC1CCCO1 (stereo not given),14.4%,8.3
CCOc1ccc(C(CC(=O)O)n2cnnn2)cc1 (stereo not given),3.0%,4.6
Cc1cc(C)cc(NC(=O)c2nccnc2C(=O)O)c1,?,/
Cc1cc2oc(=O)cc(C)c2c(=O)o1,i,/
O=C(Nc1ccc(NC(=O)c2ccc(Cl)c(S(=O)(=O)N3CCOCC3)c2)cc1)c1ccccc1,13.6%,/
O=C(CCC(=O)c1ccc(Oc2ccccc2)cc1)Nc1cccc(Cl)c1Cl,?,/

Entries of single compounds as entered above.
`CSCC[C@H](NC(=O)[C@H]1N2C(=O)c3ccccc3C2SC1(C)C)C(=O)NCc1ccncc1` (stereo not given in full) in the list: S3 lipid droplet = ?; S3 lipid droplet cell count max = /
`COc1ccc(-c2c(C)nn(-c3ccccc3)c2NC(C)=O)cc1OC` in the list: S3 lipid droplet = -13.8%; S3 lipid droplet cell count max = 17.6
`CCO[C@@H]1OC(C(N)=O)=C[C@H](c2ccccc2)[C@H]1CCCO` in the list: S3 lipid droplet = -2.1%; S3 lipid droplet cell count max = 2.2

The listing continues.
Each structure is followed by: S3 lipid droplet, S3 lipid droplet cell count max
> COc1ccc(/C=C/C(=O)NC2CCN(Cc3ccccc3)CC2)cc1OC
 : ?, /
> FC(F)C(F)(F)C1=CC(c2cccs2)=NCCN1
 : ?, /
> O=C1CCC(=O)N1c1ccc(CSc2nc3ccccc3[nH]2)cc1
 : -2.1%, -18.8
> COc1cc(/C=C2/SC(=O)N(CC(=O)N3CCCC3)C2=O)ccc1Oc1ccc([N+](=O)[O-])cn1
 : ?, /
> CN(C)CCOc1nc(-c2ccccc2)nc2c1oc1ccccc12
 : ?, /
> Cc1ccc(S(=O)(=O)N2CCN(c3nc(CN4CCCC4)nc4sc(C)c(C)c34)CC2)cc1
 : ?, /
> Cc1csc(SCC(=O)Nc2ccc(C)c(F)c2)n1
 : -3.7%, 0.1
> COc1ccc(-c2cc(-c3nnc(COC(=O)C4CC4C)o3)c3ccccc3n2)cc1OC (stereo not given)
 : ?, /
> O=C(CSc1ccccn1)N1CCN(c2ccccc2)CC1
 : ?, /
> COCCNCCCOc1ccc(C)cc1Br
 : -14.7%, -1.6
> Cc1ccc(C)c(N=Cc2c(O)c3ccccc3oc2=O)c1
 : ?, /
> CC(=O)c1cccc(S(=O)(=O)N(CCCO)Cc2cc3ccc(C)cc3[nH]c2=O)c1
 : ?, /
> Cc1nc(N/N=C/c2ccccc2)nc(N(C)c2ccccc2)c1[N+](=O)[O-]
 : -11.9%, -27.6
> CC(c1cccs1)N(Cc1ccco1)C(=S)Nc1ccc(F)c(Cl)c1 (stereo not given)
 : 6.1%, -14.2
> Cc1cc(NC(=O)COC(=O)COc2cccc3c2OC(C)(C)C3)no1
 : ?, /
> COC(=O)c1ccccc1NC(=O)C12CC3CC(C1)CC(n1cnc(Cl)n1)(C3)C2
 : -3.7%, 0.1
> Cc1onc(-c2c(F)cccc2Cl)c1C(=O)NCc1ccccc1
 : ?, /
> Cc1ccc(/C=N/NC(=O)c2ccccn2)o1
 : 13.0%, -2.2
> Cc1ccccc1N(C(=O)Cn1nnc2ccccc21)C(C(=O)NCc1ccco1)c1ccncc1 (stereo not given)
 : 22.6%, 14.9
> Cc1cccc(/C=C2/S/C(=N/N=C3\CC4CCC3(C)C4(C)C)NC2=O)c1 (stereo not given)
 : ?, /
> Clc1ccc(-c2nsc(N3CCOCC3)n2)c(Cl)c1
 : ?, /
> Cc1c2cnn(-c3ccccc3)c(=O)c2c(C)n1CCCC(=O)N1CCN(C2CCCCC2)CC1
 : i, 0.5

Some of these compounds in order of the S3 lipid droplet cell count max value, rising:
Each structure is followed by: S3 lipid droplet, S3 lipid droplet cell count max
> COc1ccc(-n2nc(C(=O)Nc3ccc4c(c3)OCO4)c3ccccc3c2=O)c(OC)c1
 : i, -19.2
> CC(C(=O)Nc1cccc(S(=O)(=O)N2CCOCC2)c1)N1CCN(c2ccc(F)cc2)CC1 (stereo not given)
 : -1.8%, -1.8
> N#C/C(=C(/O)CSc1ccccc1C(=O)O)c1nc2ccccc2s1
 : -10.9%, 0.4

Screens: PubChem BioAssay, National Center for Advancing Translational Sciences (NCATS)
